High-throughput results (PubChem BioAssay)
CAL PDZ FP-1 = untagged CAL PDZ binding inhibitors, primary screen, biochemical, fluorescence polarization, HTS; purified CAL PDZ, TMR-peptide fluorescence polarization, 1 h; inhibition, % at 24.9 µM; 0.92% of 300,000 active; AID 602252, 2012; Golgi-associated PDZ and coiled-coil motif-containing protein (Homo sapiens), Q9HD26;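 active means mean inhibition of at least 30% with at least half of replicates also reaching 30%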;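 further: 0% = DMSO neutral control and 100% = excess unlabeled competitor peptide PRC23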
Arrestin-AP2 inh = inhibitors of beta-arrestin/AP2 binding, primary screen, biochemical, GPCR trafficking, flow cytometry | beta-arrestin 1 C-terminal peptide binding to AP2 beta2-adaptin appendage (human) | FITC-arrestin peptide / GST-AP2 beads; AP2 beta2 appendage carries R879A mutation | inhibition, % at 10 µM | 0.31% of 340,000 active;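 active means inhibition above a set limit, near 3 SD of compounds lacking own fluorescence, cut at about 54% in these data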;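 further: plate controls were DMSO wells for no effect and 5 µM unlabelled arrestin peptide for full effect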
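test system = AP2 appendage R879A on GSH beads | buffer or medium = PBS plus Tween 20 (0.05%) and BSA (0.1%) | incubation = 12 min plus 1 h, RT | detection = bead flow cytometry, FITC channel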
CAL PDZ FP-2 = CAL PDZ peptide-binding inhibitors, primary screen, biochemical, fluorescence polarization, Cer-tagged CAL PDZ, HTS | Golgi-associated PDZ and coiled-coil motif-containing protein (Homo sapiens), Q9HD26 | purified CAL PDZ, TMR-peptide fluorescence polarization, 1 h | inhibition, % at 20 µM | 0.02% of 330,000 active | AID 504414, 2011;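 active means highest replicate inhibition of at least 40%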;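 further: plate controls were DMSO neutral control wells for no effect and unlabeled competitor peptide control wells for full effect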
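material = purified tagged CAL PDZ domain construct (CerCALP) | compound dosing = 20 µM, one dose | times = 1 h at RT | measured by = fluorescence polarization from S- and P-plane intensities, G-factor corrected | read-out = inhibition from polarization loss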
LANA DNA inh = inhibitors of KSHV C-LANA binding to DNA, primary screen, biochemical, fluorescence polarization, FAM-LBS DNA, MBP-C-LANA, single point; Kaposi's sarcoma herpesvirus LANA C-terminal domain (residues 932-1162) DNA binding; 0.078% of 340,000 active; inhibition, % at 9 µM;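 active means highest replicate inhibition at or above 60% at 9 µM, even if other replicates fall short; inactive means all replicates below 60% inhibition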;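 further: 0% = neutral control wells and 100% = 4 µM acridine orange control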
NSD2 inh = NSD2 histone methyltransferase inhibitors, primary screen, biochemical, AlphaScreen, single concentration, set 2; Histone-lysine N-methyltransferase NSD2 (Homo sapiens), O96028; NSD2 peptide methylation, 120 min; inhibition, % at 12.5 µM; 0.54% of 310,000 active; AID 743445, 2014; in the data active means inhibition above about 50%
Pemphigus Ab inh = inhibitors of pemphigus antibody binding to DSG3, primary screen, biochemical, bead-based, flow cytometry, scFv-GFP. Desmoglein-3 (Homo sapiens), P32926. DSG3-coupled beads, scFv-anti-DSG3-GFP binding; active compounds read low. binding (percent of control), % at 10 µM. 0.48% of 310,000 active. AID 588358, 2011;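 active means binding more than 3 SD below its plate's average and above zero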;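 further: hits lower antibody fragment binding to DSG3; some compounds called inactive have numbers as strong as hits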
Keap1-Nrf2 PPI = Keap1-Nrf2 protein-protein interaction inhibitors, primary screen, biochemical, fluorescence polarization, single point | inhibition, % at 9.4 µM | 0.15% of 340,000 active | Keap1 Kelch-Nrf2 peptide fluorescence polarization, 1536-well | AID 504523, 2011 | Kelch-like ECH-associated protein 1 (Homo sapiens), Q14145; in the data active means inhibition above about 12%;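 further: human Keap1 Kelch domain with fluorescein labeled Nrf2 9mer peptide probe; 0% = neutral control wells and 100% = peptide positive control; higher means more block of Keap1 binding to Nrf2 peptide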
DAGLB inh = DAGLB lipase inhibitors, primary screen, biochemical, fluorescence, HTS; Diacylglycerol lipase-beta (Homo sapiens), Q8NCG7; HEK293T DAGLB membrane lysate, EnzChek fluorogenic substrate; inhibition, % at 5.17 µM; 0.059% of 340,000 active; in the data active means inhibition above about 34%;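 further: 0% = enzyme with vehicle and 100% = wells lacking enzyme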
Target sequence (Q8NCG7 whole entry, looked up): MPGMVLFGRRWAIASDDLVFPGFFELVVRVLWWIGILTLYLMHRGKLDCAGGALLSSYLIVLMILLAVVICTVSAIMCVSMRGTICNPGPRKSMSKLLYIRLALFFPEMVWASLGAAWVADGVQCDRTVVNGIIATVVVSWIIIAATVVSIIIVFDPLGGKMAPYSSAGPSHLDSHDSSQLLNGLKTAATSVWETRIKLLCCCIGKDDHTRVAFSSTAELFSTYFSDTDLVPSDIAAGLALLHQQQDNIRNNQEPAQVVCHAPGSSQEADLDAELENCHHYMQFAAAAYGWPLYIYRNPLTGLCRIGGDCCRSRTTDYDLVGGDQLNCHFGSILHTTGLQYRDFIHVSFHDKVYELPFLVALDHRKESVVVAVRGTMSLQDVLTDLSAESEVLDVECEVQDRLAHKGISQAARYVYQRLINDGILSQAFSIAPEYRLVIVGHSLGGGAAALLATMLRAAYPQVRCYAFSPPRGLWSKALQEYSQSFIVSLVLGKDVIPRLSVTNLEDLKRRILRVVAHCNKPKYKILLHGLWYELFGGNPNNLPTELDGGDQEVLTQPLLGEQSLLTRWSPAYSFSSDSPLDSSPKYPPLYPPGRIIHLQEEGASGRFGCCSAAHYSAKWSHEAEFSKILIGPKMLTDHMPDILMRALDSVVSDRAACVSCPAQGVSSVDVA
RTF Ca sens inh = cardiac RTF calcium sensitivity inhibitors, primary screen, biochemical, IANBD-TnC fluorescence, EC70 calcium; Troponin I, cardiac muscle (Homo sapiens) + Troponin T, cardiac muscle (Homo sapiens) + …; IANBD-labeled cardiac RTF, Ca2+ fluorescence; inhibition, % at 7.15 µM; 0.12% of 340,000 active; AID 493244, 2011;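 active means inhibition above the mean inhibition of all tested compounds plus 3 SD, cut at about 17% in these data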;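 further: assay run at fixed EC70 calcium of 1.6 mM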
V-ATPase pH = regulators of yeast V-ATPase proton pumping, primary screen, pHLuorin cytosolic pH fluorescence; S. cerevisiae; response, % at 10 µM; 0.37% of 350,000 active; AID 504577, 2011; in the data active means response mostly above about 7.3%, no sharp cut-off; inactive means mostly below about 5.4%; further: actives read high; inactives centre near 0; some compounds called inactive have numbers as strong as hits; reference of the scale not given here
* = called active by the depositor; · = no result given.

SMILES	CAL PDZ FP-1	Arrestin-AP2 inh	CAL PDZ FP-2	LANA DNA inh	NSD2 inh	Pemphigus Ab inh	Keap1-Nrf2 PPI	DAGLB inh	RTF Ca sens inh	V-ATPase pH
COc1cc(C(C)=O)ccc1OCC(=O)Nc1ccc(C)c(S(=O)(=O)N2CCCCCC2)c1	-11	9	-2.3	-0.2	0	100	-2	-4	-2	-3
CCOc1ccc(S(=O)(=O)N2CCN(Cc3ccc4c(c3)OCO4)CC2)cc1Cl	-7	-7	-0.6	0.0	-2	104	5	-8	0	0
COCCNC(=O)/C(C#N)=C/c1c(N2CCCCCC2)nc2ccccn2c1=O	-3	9	-2.1	2.0	-1	113	-7	-1	-5	3
O=C(CSc1nc2nn(-c3ccccc3)c(=O)c-2c2n1CCCCC2)NCCCc1ccccc1	5	46	0.2	-0.9	2	112	0	6	-5	-3
COc1ccc(C2=NN(C(=O)CN3CCOCC3)C(c3nc4ccccc4[nH]3)C2)cc1 (stereo not given)	2	2	-2.2	-0.9	0	106	-6	1	-6	-3
COC(=O)C(C)Oc1ccc(-c2nccc(-c3ccccn3)n2)cc1 (stereo not given)	-2	-3	·	0.6	-4	103	2	-5	2	2
CCCCCOC(=O)C1=C(C)NC(=O)NC1c1ccc(N(C)C)cc1 (stereo not given)	-7	-3	-1.0	-2.7	2	112	-2	1	-6	2
Cc1cccc2[nH]c(CCNC(=O)C3CCC(=O)N(CCc4cccc(F)c4)C3)nc12 (stereo not given)	·	20	-1.0	-1.8	-3	100	-3	-3	-8	-3
COc1cc(-c2nc(S(=O)(=O)c3ccc(C)cc3)c(N3CCOCC3)o2)cc(OC)c1OC	-2	-16	-0.5	0.7	8	96	-8	-1	4	-3
COc1ccc(C(=O)NC2CCCc3c2cnn3-c2cccc(C)c2C)c(OC)n1 (stereo not given)	-5	-6	-1.9	-0.8	3	108	-4	-3	1	1
Cc1cc(C)n2nc(CC(=O)NC3CCCCCC3)nc2n1	·	-9	-2.6	-0.2	0	103	-6	1	-1	1
COc1ccc(C(NC(=O)/C=C/c2ccco2)c2ccc(OC)cc2)cc1	0	-4	-0.9	0.7	1	104	-9	1	3	-4
CC(C(=O)NC1CCCC1)N1CCN(Cc2ccccc2)CC1 (stereo not given)	·	9	0.5	-0.1	4	100	2	-1	-3	-3
O=C(Nn1c(Cc2cccs2)nc2ccccc2c1=O)c1ccc(F)c(F)c1	10	-4	-1.0	-0.8	0	·	2	3	-7	5
O=C(/C=C/c1cccs1)c1ccc(NC(=O)c2cccc(Br)c2)cc1	-1	23	-2.3	-1.1	-2	97	0	-4	7	3
CCCC(=O)N1CCN(c2nc3ccc(CC)cc3s2)CC1	-4	16	-2.0	-0.7	-1	101	-7	2	3	-5
COc1cccc(CC(=O)OC(C)C(=O)Nc2ccc(N3CCOCC3)cc2)c1 (stereo not given)	-1	37	-2.9	-0.1	-2	89	-1	0	5	-2
O=C(O)c1ccc(OCC2CCCO2)cc1 (stereo not given)	-6	-18	-20	0.7	0	99	-6	1	-7	-7
O=C(COC(=O)CN1C(=O)C2CCCCC2C1=O)NCc1ccc(Cl)cc1Cl (stereo not given)	-3	2	-0.1	0.6	-2	·	1	1	-7	1
O=C(C#Cc1cccc([N+](=O)[O-])c1)c1ccccc1	-4	6	0.6	1.3	·	102	-1	7	0	7
CCOc1ccc(CCNC(=O)CN2CCN(Cc3ccccc3C)C2=O)cc1OCC	-5	0	-0.9	0.6	0	101	-4	0	-10	4
CC1(C)CC(=O)C/C(=N\NC(=S)NCc2ccccc2)C1	-5	7	-0.4	0.2	7	99	-5	1	-13	0
O=C(Cn1c(CN2CCCCC2)nc2ccccc2c1=O)NCc1ccco1	-4	7	-1.9	1.8	0	98	3	-1	3	-3
CC1CCC2(CC1)NC(CO)(CO)CO2 (stereo not given)	-1	22	-1.9	0.1	1	102	5	1	-7	2
CC1(C)Cc2c(c(N3CCOCC3)nc3sc(C(=O)N4CCCCC4)c(N)c23)CO1	·	3	0.2	-0.6	·	106	-8	-1	-4	-1
SMILES	CAL PDZ FP-1	Arrestin-AP2 inh	CAL PDZ FP-2	LANA DNA inh	NSD2 inh	Pemphigus Ab inh	Keap1-Nrf2 PPI	DAGLB inh	RTF Ca sens inh	V-ATPase pH
O=C(NCc1ccc(F)cc1)C1CCN(S(=O)(=O)c2ccc(Cl)cc2)CC1	-2	4	-2.9	0.9	0	·	-5	-4	1	7
Cc1ccc(S(=O)(=O)N(CC(O)CN2C(=O)NC(C)(C)C2=O)c2cccc(C)c2)cc1 (stereo not given)	5	20	0.5	-1.0	-15	102	3	1	2	-3
Cc1nc2cc(C(F)(F)F)ccc2n1C	0	-17	·	0.4	0	97	-8	1	8	-1
COc1ccc2c(c1)c(=O)c(C(=O)c1ccc(Cl)cc1)cn2CC(=O)Nc1ccc(F)cc1	·	1	-0.5	0.0	·	101	2	4	-12	-3
CCC(=O)Oc1ccc(NC(=O)CSCc2ccccc2)cc1	0	-5	-2.2	1.9	-2	87	6	1	3	-3
COc1ccccc1/C=C/C(=O)c1ccc(NC(C)=O)cc1	-2	0	-0.1	2.8	14	99	-11	-2	2	1
Cc1ccc(NS(=O)(=O)c2ccc3[nH]c(=O)oc3c2)c(C)c1	-1	36	-1.4	1.2	-1	106	-2	0	6	7
COc1ccccc1CNC(=O)C1CCCN(S(=O)(=O)c2cccc3nonc23)C1 (stereo not given)	3	33	-3.1	0.4	0	103	0	0	-5	-3
Cc1cc(Br)ccc1OCC(=O)NNC(=O)Cc1ccccc1	-4	2	-1.8	-1.7	2	86	-3	1	-4	2
Cc1ccc(S(=O)(=O)N/N=C/c2cn(C)nc2C)cc1	-1	33	1.0	0.2	2	102	-3	0	-3	3
COc1ccc(-n2c(Cc3cccn3C)nnc2SCC(=O)Nc2ccc(C(C)=O)cc2)cc1	-1	1	-1.6	0.3	·	105	-4	1	-3	-1
COc1ccc(C(=O)Nc2nnc(S(=O)(=O)N(C)Cc3ccc(F)cc3)s2)cc1OC	-1	4	-1.7	2.8	-2	·	-2	4	-2	3
CCC(C)[C@H](NC(=O)OC(C)(C)C)C(=O)N/N=C/c1ccc2cc(OC)ccc2n1 (stereo not given in full)	-1	-1	-0.8	0.1	0	90	-3	-1	0	0
COc1ccc(OC)c(C2N(c3cc(C)on3)C(=O)C3CCCN32)c1 (stereo not given)	4	13	-0.6	-2.2	-3	100	2	-4	2	-5
Cc1cccnc1NC(=O)c1nn(C)c2c1CS(=O)(=O)c1ccccc1-2	3	37	0.2	-0.4	4	104	0	1	-3	2
CC/C(O)=C1\C(=O)CCCC1=NCCc1c(C)[nH]c2ccc(C)cc12	0	-7	1.3	0.1	·	102	-3	3	0	2
COc1cccc(C(=O)NCC(c2cccs2)N2CCc3ccccc32)c1 (stereo not given)	-3	6	-1.9	1.6	-2	96	2	1	-6	-2
CC1(C)Cc2cccc(C(=O)Nc3ccncc3)c2O1	-1	2	-0.5	0.4	-5	111	-2	0	-14	7
CC1CC(C)CN(CC(C)(C)NS(=O)(=O)c2ccc(Cl)cc2)C1 (stereo not given)	-3	4	·	-0.3	-6	101	-7	-13	-11	1
O=C(Nc1ccc(-c2nc3ccccc3[nH]2)cc1)C1CCCN(Cc2ccn[nH]2)C1 (stereo not given)	·	·	·	·	-1	105	·	-1	·	3
Cc1ccccc1N1CC(C(=O)Nc2nnc(SCc3cccnc3)s2)CC1=O (stereo not given)	2	-13	-3.7	-1.5	0	95	1	6	-1	5
NS(=O)(=O)c1ccc(CCNC(=O)c2ccc[nH]c2=S)cc1	-1	7	-0.9	-1.5	-1	116	3	1	-1	0
COC(=O)[C@H]1C[C@@H](c2ccccc2)[C@H](C)C1(C)C	-2	-13	0.4	0.4	·	100	2	-3	-20	-2
O=C(CN1CCCCCC1)Nc1ccc(S(=O)(=O)N2CCOCC2)cc1	1	15	-0.1	-1.5	1	110	-5	-3	-1	1
O=C(Nc1nc(-c2ccccn2)cs1)C1CC(=O)N(c2ccc3c(c2)OCCO3)C1 (stereo not given)	-4	-3	-0.9	-1.3	-4	175	-6	3	4	0

Four entries drawn at random from the list so far:
SMILES	CAL PDZ FP-1	Arrestin-AP2 inh	CAL PDZ FP-2	LANA DNA inh	NSD2 inh	Pemphigus Ab inh	Keap1-Nrf2 PPI	DAGLB inh	RTF Ca sens inh	V-ATPase pH
Cc1cc(Br)ccc1OCC(=O)NNC(=O)Cc1ccccc1	-4	2	-1.8	-1.7	2	86	-3	1	-4	2
O=C(NCc1ccc(F)cc1)C1CCN(S(=O)(=O)c2ccc(Cl)cc2)CC1	-2	4	-2.9	0.9	0	·	-5	-4	1	7
COc1ccc(-n2c(Cc3cccn3C)nnc2SCC(=O)Nc2ccc(C(C)=O)cc2)cc1	-1	1	-1.6	0.3	·	105	-4	1	-3	-1
Cc1nc2cc(C(F)(F)F)ccc2n1C	0	-17	·	0.4	0	97	-8	1	8	-1

Laid out differently: entries from further up.
| SMILES | CAL PDZ FP-1 | Arrestin-AP2 inh | CAL PDZ FP-2 | LANA DNA inh | NSD2 inh | Pemphigus Ab inh | Keap1-Nrf2 PPI | DAGLB inh | RTF Ca sens inh | V-ATPase pH |
| --- | --- | --- | --- | --- | --- | --- | --- | --- | --- | --- |
| COc1ccc2c(c1)c(=O)c(C(=O)c1ccc(Cl)cc1)cn2CC(=O)Nc1ccc(F)cc1 | · | 1 | -0.5 | 0.0 | · | 101 | 2 | 4 | -12 | -3 |
| O=C(Nc1ccc(-c2nc3ccccc3[nH]2)cc1)C1CCCN(Cc2ccn[nH]2)C1 (stereo not given) | · | · | · | · | -1 | 105 | · | -1 | · | 3 |

Copied from the list.
CC(C(=O)NC1CCCC1)N1CCN(Cc2ccccc2)CC1 (stereo not given) @ DAGLB inh: -1
Cc1ccccc1N1CC(C(=O)Nc2nnc(SCc3cccnc3)s2)CC1=O (stereo not given) @ Keap1-Nrf2 PPI: 1
COc1ccc(C2=NN(C(=O)CN3CCOCC3)C(c3nc4ccccc4[nH]3)C2)cc1 (stereo not given) @ Arrestin-AP2 inh: 2

Not all compounds are listed. The share of hits here may be higher or lower than overall.
